# GLP1R ag: agonists of human GLP-1 receptor; 380,000 compounds, 0.007% hits; P43220; HEK293 GLP-1R CRE-luciferase, luminescence, 4-6 h; cells express a hypersensitive GLP-1R form; Potency, µM (titrated, usually from 45.6 µM), without a hit: at the highest dose activation, most hits filed as activators; further: % of control where 0% means no effect
# Target sequence (P43220 whole entry, looked up): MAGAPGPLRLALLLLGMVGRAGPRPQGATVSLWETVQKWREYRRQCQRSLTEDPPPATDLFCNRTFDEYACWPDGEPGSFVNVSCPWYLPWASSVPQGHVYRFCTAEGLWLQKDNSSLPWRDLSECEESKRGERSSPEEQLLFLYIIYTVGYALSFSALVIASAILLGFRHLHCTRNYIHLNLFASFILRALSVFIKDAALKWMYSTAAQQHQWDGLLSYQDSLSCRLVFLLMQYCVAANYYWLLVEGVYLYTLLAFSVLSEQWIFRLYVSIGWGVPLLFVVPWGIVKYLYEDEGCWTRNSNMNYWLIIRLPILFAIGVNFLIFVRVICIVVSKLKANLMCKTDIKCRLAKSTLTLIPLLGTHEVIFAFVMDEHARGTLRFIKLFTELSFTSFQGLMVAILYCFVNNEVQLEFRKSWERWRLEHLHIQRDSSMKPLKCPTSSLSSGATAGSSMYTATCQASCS
# KB-V1 cytotox: kills drug-selected multidrug resistant KB-V1 cells. KB-V1 MDR cells viability, CellTiter-Glo, 72 h. Potency, µM (series often up to 46.1 µM), for inactives: at the highest dose activity change, negative = cytotoxicity, actives largely listed as cytotoxic. 400,000 compounds, 3.4% hits. AID 1347076; further: on the % scale 0 is the no-effect control and ±100 the full control effect; nearly all actives have a fitted effect of over 60% in size
#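 Potencies derive from concentration-effect curves fitted to normalized luminescence (CellTiter-Glo) of KB-V1 cells treated for 72 h at 37 degrees C in phenol-red-free DMEM containing 10% FBS.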
# SW480 rerep: inducers of DNA re-replication in SW480 colon cancer cells; 340,000 compounds, 1.8% hits; Potency, µM (titrated, usually from 46.1 µM), for the others: at the top dose re-replication activation, most hits filed as activators; SW480 DNA re-replication, Hoechst DNA content imaging, 48 h; further: % of control where 0% means no effect; nearly all actives have a fitted effect of over 55% in size
#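 SW480 cells exposed to compounds for 48 hr at 37 C, 5% CO2, then Hoechst-stained 40 min. Nuclear DNA content imaged by fluorescence scanning (405 nm excitation, 500-530 nm emission); re-replication scored as increased high-intensity nuclei.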
# TDP-43 yeast inh: inhibitors of TDP-43 toxicity in yeast; TDP-43 expressing yeast growth rescue, BacTiter-Glo, 24 h; Potency, µM (titrated, usually from 46.1 µM), for inactives: at the highest dose growth rescue (activation), most hits filed as activators; 410,000 compounds, 1.8% hits; AID 652104; further: % of control where 0% means no effect; nearly all actives have a fitted effect of over 50% in size
#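 Yeast expressing TDP-43 (pregrown in raffinose, seeded at OD600=0.02 in galactose medium) exposed to compounds 24 hr at 30 deg C. Growth read by BacTiter-Glo luminescence; rescue of toxicity appears as increased signal.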
# HEK293 tox: cytotoxicity in counter-screen for GLP-1R inverse agonists; HEK293 cAMP-luciferase reporter cells, luminescence, 24 h; Potency, µM (titrated, usually from 38.3 µM), without a hit: top-dose activity change, negative = inhibition, usual class: inhibitors; 410,000 compounds, 0.13% hits;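 further: loss of luciferase light is scored as toxicity; on the % scale 0 is the no-effect control and ±100 the full control effect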
#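 Step one: seed cells (200 cells/uL, DMEM with 10% Nu serum, 1% pen-strep). Step two: 12-hour incubation at 37 deg C. Step three: pin 23 nL compound, incubate 24 hr. Step four: add luciferase reagent, read luminescence 12 min later.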
# GLP-1R inv ag: acts as inverse agonist at human GLP-1 receptor. P43220. HEK293 GLP-1R CRE-luciferase, luminescence, 24 h; GLP-1R form is constitutively active. Potency, µM (titrated, usually from 38.3 µM), without a hit: at the top dose activity change, negative = inhibition, actives largely listed as inhibitors. 410,000 compounds, 1.6% hits; further: on the % scale 0 is the no-effect control and ±100 the full control effect; nearly all actives have a fitted effect of over 55% in size
#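 Assay principle: reduced luminescence from a cAMP-responsive reporter in HEK293 cells co-expressing a constitutively active GLP-1R. Conditions: 24 hr compound incubation, 37 deg C, 5% CO2.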
# HT1080 IDH1KD tx: toxicity to HT-1080 IDH1 knockdown cells (counter line); 360,000 compounds, 2% hits; HT-1080 IDH1 knockdown viability, ATP luminescence, 48 h; AID 686971; Potency, µM (highest dose often 46.1 µM), for inactives: at the top dose activity, negative = toxicity, actives largely listed as cytotoxic;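 further: 0% = DMSO wells and -100% = cell-free medium wells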
#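 IDH1KD HT-1080 cells, 750/well, RPMI + 5% FBS; compound pinned after 2 h settling; 48 h, 37 °C; CellTiter-Glo luminescence; % activity normalised to DMSO and no-cell wells; curves fitted, classed by r2 and efficacy.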
# HT1080NT lethal: kills 2HG-producing HT-1080-NT fibrosarcoma cells; HT-1080-NT fibrosarcoma viability, CellTiter-Glo ATP luminescence, 48 h; Potency, µM (highest dose often 46.1 µM), without a hit: top-dose activity, negative = less viability, usual class: cytotoxic; 360,000 compounds, 1.6% hits;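 further: NT is the 2HG producing partner of a matched IDH1 knockdown line; 0% = DMSO-treated cells and -100% = media-only wells without cells; nearly all actives have a fitted effect of over 55% in size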
#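 HT-1080-NT fibrosarcoma cells (2HG-overproducing), 750 cells/well in RPMI with 5% FBS, dosed after 2 h and incubated 48 h at 37C. CellTiter-Glo luminescence normalized to DMSO and no-cell wells; concentration-response curves fitted and classed.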
# KB-3-1 cytotox: kills parental KB-3-1 adenocarcinoma cells. KB-3-1 viability, CellTiter-Glo ATP luminescence, 72 h. Potency, µM (top dose mostly 46.1 µM), for inactives: top-dose activity change, negative = cytotoxic, most hits filed as cytotoxic. 400,000 compounds, 1.4% hits; further: on the % scale 0 is the no-effect control and ±100 the full control effect; nearly all actives have a fitted effect of over 60% in size
#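 Multi-concentration cytotoxicity screen in KB-3-1 cells grown in DMEM lacking phenol red with 10% FBS. After 72 h at 37 °C with compound, ATP-dependent luminescence was recorded.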
# Numbers without * were called inactive; ? = inconclusive; · = no result given; [ ] = another dose, or the depositor's remark. The call rests on the fitted dose curve; in most records, active means well fitted curve in the direction sought with a large enough effect; inconclusive means small, poorly fitted or top-dose-only effect, or another doubt; inactive means no such curve, though single readings can be large; an effect the other way counts as inactive or inconclusive. Potency means the concentration at half of the fitted maximal effect.
cpd	structure	GLP1R ag	KB-V1 cytotox	SW480 rerep	TDP-43 yeast inh	HEK293 tox	GLP-1R inv ag	HT1080 IDH1KD tx	HT1080NT lethal	KB-3-1 cytotox
1	Cn1nnnc1SCC(=O)NNC(=O)c1ccc(Br)cc1	2%	7%	1%	-7%[9.22 µM]	10%[7.66 µM]	14%[7.66 µM]	10%	-4%	1%
2	O=C(Nc1ccc2c(c1)C(=O)NC2=O)c1cccc(Cl)c1	1%	11%	-1%	0%	-9%	11%	0%	0%	2%
3	CSc1ccc(-c2cc3c(c4c2ccn4C)C2CCC3C2)cc1 (stereo not drawn)	17%	11%	·	0%	7%	-2%	2%	-4%	0%
4	O=C(Nc1ccc(Cl)c(Cl)c1)N(CCCN1CCOCC1)Cc1cccs1	8%	16%	4%	14%	-6%	?	?	?	?
5	COCCC(=O)N1CCC(Oc2ccc(C(=O)NC3CCOC(C)(C)C3)cc2)CC1 (stereo not drawn)	-1%	10%	-30%[inhibitor]	-5%	8%	7%	7%	5%	9%
6	COc1cc(-c2cc(NC(C)=O)c3ncc(-c4ccc(F)cc4)n3c2)cc(OC)c1OC	8%	16µM*	·	0%	-21%	?	?	-22%	-2%
7	Cc1ccccc1N1CCN(Cc2nc(Cc3ccccc3F)no2)CC1	11%	-18%	-5%	-11%	12%	11µM*	-1%	-14%	-2%
8	Cc1ccc(S(=O)(=O)N2C[C@H]3[C@H]4C(=O)N(c5ccccc5)C(=O)[C@H]4CC(=O)[C@H]3[C@@H]2c2cccc3ccccc23)cc1	5%	10%	·	?	-1%	18%	29%	16%	0%
9	CC(Cc1ccccc1)NC(=O)CCCN1C(=O)c2ccccc2C1=O (stereo not drawn)	1%	7%	-6%	24%	3%	10%	16%	4%	1%
10	COc1ccc(NC(=O)/C(=C\c2ccc(F)cc2)NC(=O)c2ccco2)cc1	8%	-24%	-12%	-3%	0%	11%	9%	1%	22%
11	CNC(=O)c1c(NC(=O)c2nc(SCc3ccc(C)cc3)ncc2Cl)sc2c1CCCC2	·	28%	·	26%	9%	-1%	·	·	12%
12	COc1ccc2oc(=O)c(C(=O)Nc3cccc(C)c3)cc2c1	2%	-4%	18%	-21%	16%	28%	16%	?	-9%
13	Cc1ccc(S(=O)(=O)NNC(=O)c2sc(=S)n(C)c2C)cc1	6%	-6%	-8%	-30%	5%	7%	-16%	-9%	22%
14	O=C(COc1ccc(Cl)cc1Cl)N/N=C/c1ccccn1	2%	-6%	5%	?	0%	?	-20%	-30%	-3%
15	Cc1cccc(C(=O)NCC(c2cccs2)N2CCOCC2)c1 (stereo not drawn)	5%	-19%	?	1%	-5%	0%	?	-34%	4%
16	Cc1cccc(C(=O)OCC(=O)N2CC(C)OC(C)C2)c1C (stereo not drawn)	5%	-5%	9%	-19%	-4%	0%	-1%	-1%	-2%
17	Cc1ccc(S(=O)(=O)Nc2nnc(CC(C)(C)C)s2)cc1	-2%	-9%	-7%	7%	0%	-10%	-5%	-2%	-4%
18	C#CCOC(=O)C[N+](C)(C)CC=C	-1%	23%	22%	0%	-24%	-6%	2%	-19%	-12%
19	CCCc1[nH]nc2c1C(c1c(C)nn(-c3ccccc3)c1Cl)C(C#N)=C(N)O2 (stereo not drawn)	1%	5%	1%	-7%	-4%	?	-25%	-21%	16%
20	Cc1ccc(S(=O)(=O)N(C)C[C@@H]2OCc3cnnn3CCCC(=O)N([C@H](C)CO)C[C@H]2C)cc1	-4%	?	·	1%	1%	-3%	0%	0%	-3%

# Next section.
cpd	structure	GLP1R ag	KB-V1 cytotox	SW480 rerep	TDP-43 yeast inh	HEK293 tox	GLP-1R inv ag	HT1080 IDH1KD tx	HT1080NT lethal	KB-3-1 cytotox
21	Cc1ccccc1CSc1nnc(-c2cccnc2)n1N	-3%	-13%	-6%	19%	-12%	8%	1%	-2%	-4%
22	COc1ccc(C2=NCCn3nc4cc(C(F)(F)F)ccc4c32)cc1	7%	-2%	-1%	12%	2%	6%	0%	3%	-13%
23	CCOc1ccc(NC(=O)c2ccc(NC(=S)NC3CC3)cc2)cc1	7%	-14%	-4%	2%	-1%	1%	-15%	-19%	-16%
24	COC(=O)c1ccc(N2CCS(=O)(=O)CC2)cc1	7%	10%	-3%	-17%[0.397 µM]	3%	0%	2%	16%	-1%
25	O=C(Cn1nc(C(F)(F)F)c2c1CCCC2)NC1CCCC1	2%	-6%	-4%	8%	-24%	-28%	1%	-4%	-4%
26	CCn1cnnc1SCC(=O)Nc1ccccc1C(=O)NC1CC1	1%	44%	-3%	-10%	-1%	11%	3%	1%	-12%
27	COc1ccc(C2NC(c3ccc(OC)cc3)C(C)C(=O)C2C)cc1 (stereo not drawn)	14%	-5%	-8%	-7%	23%	?	7%	-1%	3%
28	CCCCC(CCC(=O)Nc1ccn(-c2ccccc2)n1)C(=O)O (stereo not drawn)	-1%	11%	9%	-10%	-1%	-12%	-2%	4%	8%
29	COc1ccc(CNC(=O)Cn2c(=O)oc3ccccc32)cc1OC	16%	-2%	-4%[9.22 µM]	-10%	10%	0%	10%	-1%	10%
30	Cc1cccc(C(=O)N2c3ccccc3C(=O)OC2c2ccc3c(c2)OCO3)c1 (stereo not drawn)	-11%	0%	-6%	-15%	3%	11%	4%	7%	-2%
31	Cc1cccc(N(CC(=O)N2CCN(C)CC2)S(=O)(=O)c2ccccc2)c1	7%	6%	-5%	-13%	1%	-27%	7%	14%	6%
32	C/C(CC(=O)Nc1ccccn1)=N\NC(=O)c1cnccn1	-3%	?	3%	11%	-20%	2%	6%	1%	-1%
33	COc1cccc(/C=N/c2nc3ccccc3[nH]2)c1O	-2%	9%	-5%	0%	-5%	9%	6%	-1%	0%
34	CCOc1ccc(NC(=S)NC(=O)C2CCCC2)cc1	12%	-13%	7%	?	0%	10µM*	14%	10%	-5%
35	COc1cc(Br)c(-c2sc(Nc3ccccc3)n[n+]2-c2ccc(F)cc2)cc1OC	4%	0%	2%	10%	6%	1%	-9%	3%	2%
36	COc1cc([N+](=O)[O-])ccc1Nc1nc(C)cc(C)n1	0%	-11%	-2%	-16%	-8%	15%	23%	15%	6%
37	CC1CCN(CCCNC(=O)c2ccc(CS(=O)(=O)Cc3ccc(Cl)cc3)o2)CC1	1%	?	-2%	4%	-13%	-18%	-1%	-4%	-9%
38	CCOC(=O)COc1ccc(S(=O)(=O)N2CCN(c3ccc(F)cc3)CC2)cc1	0%	2%	-9%	-18%	-19%	0%	15%	12%	-21%
39	Cc1ccc(CSc2nc3c(c(=O)[nH]2)C(c2ccncc2)C2=C(CCCC2=O)N3)cc1 (stereo not drawn)	-11%	-8%	-2%	-24%	-23%	5%	-16%	-25%	-4%
40	CCc1nc2ccccc2c(C(=O)OCC(=O)NCCCN2CCCC2=O)c1C	7%	-10%	-10%	4%	-9%	31%	-1%	0%	10%

# Next part, overlapping the part above by 2 compounds.
cpd	structure	GLP1R ag	KB-V1 cytotox	SW480 rerep	TDP-43 yeast inh	HEK293 tox	GLP-1R inv ag	HT1080 IDH1KD tx	HT1080NT lethal	KB-3-1 cytotox
39	Cc1ccc(CSc2nc3c(c(=O)[nH]2)C(c2ccncc2)C2=C(CCCC2=O)N3)cc1 (stereo not drawn)	-11%	-8%	-2%	-24%	-23%	5%	-16%	-25%	-4%
40	CCc1nc2ccccc2c(C(=O)OCC(=O)NCCCN2CCCC2=O)c1C	7%	-10%	-10%	4%	-9%	31%	-1%	0%	10%
41	CN(C)C(=S)SCC(=O)Nc1cccc(C(F)(F)F)c1	3%	-21%	-5%	4%	-8%	5%	9%	6%	11%
42	O=C(c1ccccc1Cl)N1CCCC(c2nc3c(nnn3Cc3ccc(F)cc3F)c(=O)[nH]2)C1 (stereo not drawn)	·	-10%	·	12%	-13%	1%	·	·	0%
43	O=C(NCC(c1ccc(F)cc1)N1CCOCC1)c1ccc(OCc2ccccc2)cc1 (stereo not drawn)	2%	·	-6%	19%	-13%	10µM*	3%	0%	·
44	Cc1cc(C)c(S(=O)(=O)c2ccccc2)c(OC(=O)c2ccc(Cl)cc2Cl)n1	-9%	0%	-2%	-25%	?	?	0%	-24%	-3%
45	Cc1nc(-c2ccccc2)sc1C(=O)/C=C/N(C)C	0%	-19%	-21%	-76%[inhibitor]	3%	0%	12%	8%	5%
46	CCC1(c2ccc(F)cc2)NC(=O)N(CC(=O)NC2CCCCCC2)C1=O (stereo not drawn)	-1%	2%	4%	24%	-14%	-4%	2%	-5%	12%
47	CCCOc1ccc(N2C(=O)CC(N(C(=O)c3ccco3)c3ccc(OCCC)cc3)C2=O)cc1 (stereo not drawn)	-1%	-1%	25%	-14%	10%	0%	5%	14%	-12%
48	CCc1ccccc1Nc1nn2c(=O)c3ccc(C(=O)NCc4ccccn4)cc3nc2s1	4%	1%	?	-13%	-9%	?	0.029µM*	0.26µM*	?
49	CCCCCCN1CCN(C2CN(Cc3ccccc3)S(=O)(=O)C2)CC1 (stereo not drawn)	8%	0%	·	29%	-12%	?	9%	11%	0%
50	c1csc(CNc2nc(-c3cccs3)nc3ccccc23)c1	21%	-18%	-2%	11%	-2%	?	?	-29%	2%
51	Cc1cc(C(=O)O)c(CSCc2cc(C(=O)O)oc2C)o1	-1%	-1%	-1%	-2%	2%	4%	15%	3%	3%
52	Cc1cc(C)c2c(=O)cc(C(F)F)oc2c1	1%	21%	-2%	13%	0%	11%	11%	15%	23%
53	Cc1ccc(S(=O)(=O)c2nc(-c3ccc(F)cc3)oc2SCC(=O)NCC2CCCO2)cc1 (stereo not drawn)	-3%	1.8µM*	0%	7%	5%	-5%	0%	7%	-26%
54	COc1cc2c(cc1OC)CN(c1nc(CN3CCCCC3)nc3sc4c(c13)CCCC4)CC2	2%	1%	?	3%	1%[1.53 µM]	?	2%	5%	-15%
55	COc1ccc(CC(=O)Nc2sccc2C#N)cc1S(=O)(=O)N1CCOCC1	21%	-11%	-2%	15%	-8%	-11%	-1%	-2%	23%

# Screening data: PubChem BioAssay, National Center for Advancing Translational Sciences (NCATS)
